RXFP1 agonist: qHTS Assay for Agonists of the Relaxin Receptor RXFP1; Relaxin receptor 1 (Homo sapiens), Q9HBX9; Potency, µM (doses to about 57.5 µM), for the others: at the highest dose activation, actives largely listed as activators; HEK293T-RXFP1 cAMP TR-FRET, 30 min; response scale: percent of porcine relaxin response, buffer zero; 370,000 tested, 0.3% active; also: potency is read from the fitted curve at half-maximal effect; % is scaled to controls: 0 for no effect and ±100 for the full control effect; nearly all actives have a fitted effect of over 60% in size; many of its hits are not listed in these tables
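HEK293T cells stably expressing RXFP1 were pretreated with the PDE4 inhibitor Ro 20174, exposed to compounds for 30 min at 37C, lysed, and cAMP was read by TR-FRET. Data normalized to buffer (basal) and 29 nM porcine relaxin (100%).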
LDHA block: qHTS assay for inhibitors of human lactate dehydrogenase. L-lactate dehydrogenase A chain (Homo sapiens), P00338. purified LDHA, NADH/diaphorase-resazurin fluorescence; stronger effect = lower value. activity change, % (values are at about 110 or 230 µM). 480,000 tested, 0.15% active. AID 1347041, 2019; in the data active = activity change below about -30%; inconclusive = mostly about -25% to -30%;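 also: plate controls were DMSO wells for no effect and wells without enzyme for full effect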
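Human LDH5 (2 nM) was incubated with 0.06 mM NADH and 0.2 mM pyruvate for 5 min at room temperature in Tris pH 7.4. Remaining NADH was coupled through diaphorase/resazurin, and resorufin fluorescence was read at 0 and 20 min.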
Vif-APOBEC3G blk: qHTS for Inhibitors of Vif-A3G Interactions: qHTS; AID 602310, 2012; 410,000 tested, 0.076% active; Potency, µM (series often up to 46.1 µM), for the others: at the top dose activity, negative = active, actives largely listed as inhibitors; HeLa A3G-eYFP + Vif (tagged APOBEC3G with the HIV-1 protein that degrades it), YFP fluorescence, overnight; DNA dC->dU-editing enzyme APOBEC-3G (Homo sapiens), Q9HC16;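 also: potency is read from the fitted curve at half-maximal effect; % is scaled to controls: 0 for no effect and ±100 for the full control effect; nearly all actives have a fitted effect of over 60% in size; hits raise eYFP signal because A3G escapes Vif-driven loss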
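HeLa cells stably expressing Vif and C-terminally eYFP-tagged A3G, seeded overnight at 37 deg C, then exposed to compound by pintool overnight at 37 deg C. Rise in yellow fluorescence (Ex 488/Em 500-530, Acumen) marks blocked Vif-driven A3G degradation.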
Vif-A3F inh: qHTS for Inhibitors of Vif-A3F Interactions: qHTS; HeLa A3F-eYFP + Vif (tagged APOBEC3F with the HIV-1 protein that degrades it), YFP fluorescence increase; Potency, µM (highest dose often 46.1 µM), without a hit: at the top dose activity, negative = active; 390,000 tested, 0.2% active; also: potency is read from the fitted curve at half-maximal effect; % of control where 0% means no effect; nearly all actives have a fitted effect of over 65% in size
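HeLa cells stably expressing Vif plus C-terminally eYFP-tagged A3F were seeded, incubated overnight at 37 deg C, dosed with compound, incubated overnight again at 37 deg C. Yellow fluorescence (Ex 488/Em 500-530) reported blocked Vif-mediated A3F-eYFP degradation.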
TrxR1 substrate: qHTS Assay for Substrates of Mammalian Selenoprotein Thioredoxin Reductase 1 (TrxR1): qHTS | Thioredoxin reductase 1, cytoplasmic (Rattus norvegicus), O89049 | purified TrxR1 substrate turnover, NADPH consumption readout | Potency, µM (series often up to 114 µM), for the others: at the highest dose activity change, negative = substrate turnover | 390,000 tested, 0.01% active | AID 588456, 2011; also: potency is read from the fitted curve at half-maximal effect; % is scaled to controls: 0 for no effect and ±100 for the full control effect; nearly all actives have a fitted effect of over 50% in size
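Rat TrxR1, dispensed at 90 nM, was prereduced with 400 uM NADPH (final) for 5 min at ~22 deg C, then incubated with compound 15 min before 400 uM selenite. A first-read NADPH fluorescence drop versus no-compound background flagged substrates.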
PI4K2A block: qHTS for small molecular inhibitors of PI4K2A | 420,000 tested, 0.13% active | AID 1346378, 2018 | purified PI4K2A, ADP-Glo luminescence, 1 h; stronger effect = lower value | activity change, negative = inhibition, % at 76.9 µM; in the data active = activity change below about -50%; inconclusive = mostly about -30% to -49%;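 also: -100% = wells without enzyme as full effect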
Target sequence (Q9BTU6 whole entry, looked up): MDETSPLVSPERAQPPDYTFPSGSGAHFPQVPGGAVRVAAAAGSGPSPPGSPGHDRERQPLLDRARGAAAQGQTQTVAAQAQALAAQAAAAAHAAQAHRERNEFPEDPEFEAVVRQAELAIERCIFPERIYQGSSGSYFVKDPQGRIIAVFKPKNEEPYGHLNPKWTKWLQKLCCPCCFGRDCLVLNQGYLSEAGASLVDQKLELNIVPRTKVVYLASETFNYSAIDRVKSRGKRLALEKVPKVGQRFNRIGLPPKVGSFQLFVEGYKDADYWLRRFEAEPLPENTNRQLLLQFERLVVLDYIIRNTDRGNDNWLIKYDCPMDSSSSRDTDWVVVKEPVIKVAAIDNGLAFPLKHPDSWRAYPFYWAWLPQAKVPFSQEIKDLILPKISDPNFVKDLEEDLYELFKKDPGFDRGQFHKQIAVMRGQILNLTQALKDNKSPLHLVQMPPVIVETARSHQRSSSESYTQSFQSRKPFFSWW
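ADP-Glo luminescence measured ADP generated by PI4K2A enzyme (4 ug/mL before mixing) with 1.2 mM PI substrate (pre-mix) and 300 microM ATP (pre-mix). Tris pH7.5 buffer with MgCl2, Triton X-100; 1 h reaction at ambient temperature.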
USP1-UAF1 inh: Inhibitors of USP1/UAF1: Primary Screen; Ubiquitin carboxyl-terminal hydrolase 1 (Homo sapiens), O94782; AID 743255, 2014; recombinant USP1/UAF1, Ub-Rhodamine cleavage fluorescence; 390,000 tested, 0.23% active; Potency, µM (series often up to 57.1 µM), inactives show at the highest dose activity change, negative = inhibition, most hits filed as inhibitors; also: potency is read from the fitted curve at half-maximal effect; % is scaled to controls: 0 for no effect and ±100 for the full control effect; nearly all actives have a fitted effect of over 60% in size; inactives centre near -12
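USP1/UAF1 complex at 1 nM was preincubated with compound for 15 min at room temperature, then Ub-Rho substrate (150nM final) was added. Fluorescence (480/540 nm) was read kinetically, 6 reads every 60 seconds.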
Glioma ERSR ind: qHTS for Inducers of the Endoplasmic Reticulum Stress Response (ERSR) in Human Glioma: qHTS; U87-MG GRP78 promoter luciferase reporter, 16 h; Potency, µM, without a hit: top-dose activation, usual class: activators; 420,000 tested, 0.02% active; AID 602332, 2012; also: potency is read from the fitted curve at half-maximal effect; series mostly up to about 76 µM; % of control where 0% means no effect; nearly all actives have a fitted effect of over 35% in size
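ERSR induction read as luciferase luminescence (Bright-Glo, 10 min at room temperature) in stably transfected human U87-MG glioma cells exposed to compounds for 16 h, using GRP78 as sensor.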
IDH1 R132H inh: qHTS for Inhibitors of mutant isocitrate dehydrogenase 1 (IDH1): qHTS. 390,000 tested, 0.093% active. Potency, µM (titrated, usually from 76.6 µM), for inactives: top-dose activity change, negative = inhibition, most hits filed as inhibitors. IDH1-R132H enzyme, NADPH consumption, diaphorase/resazurin fluorescence. AID 602179, 2012. Isocitrate dehydrogenase [NADP] cytoplasmic (Homo sapiens), O75874; also: potency is read from the fitted curve at half-maximal effect; % is scaled to controls: 0 for no effect and ±100 for the full control effect; nearly all actives have a fitted effect of over 65% in size
Target sequence (O75874 whole entry R132H, stated change not applied): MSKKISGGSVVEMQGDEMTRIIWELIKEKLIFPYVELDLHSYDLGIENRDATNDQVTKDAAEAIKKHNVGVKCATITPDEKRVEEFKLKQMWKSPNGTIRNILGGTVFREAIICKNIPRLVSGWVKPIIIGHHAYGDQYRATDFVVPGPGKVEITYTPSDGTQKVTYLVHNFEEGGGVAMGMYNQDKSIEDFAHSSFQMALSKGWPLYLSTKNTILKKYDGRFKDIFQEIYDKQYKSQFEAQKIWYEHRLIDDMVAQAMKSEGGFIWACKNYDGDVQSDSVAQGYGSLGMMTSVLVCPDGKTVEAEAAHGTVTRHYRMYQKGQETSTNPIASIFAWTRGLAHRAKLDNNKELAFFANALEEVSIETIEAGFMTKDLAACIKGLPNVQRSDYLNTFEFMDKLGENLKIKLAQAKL
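IDH1-R132H (0.5 ug/mL dispensed) in pH 7.5 Tris buffer was preincubated 30 min with compound, then given a substrate mix of 0.016 mM NADPH and 2 mM alpha-KG for 80 min at room temperature; remaining NADPH was read by diaphorase/resazurin fluorescence.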
Active calls of the source: *; u = inconclusive; x = not tested or not shown; & = joins results of further samples; [ ] = dose if it differs, or a comment. Unless noted, calls follow the shape of the dose curve; as a rule, active = well fitted curve in the direction sought with a large enough effect; inconclusive = small, poorly fitted or top-dose-only effect, or another doubt; inactive = no such curve, though single readings can be large; an effect the other way counts as inactive or inconclusive. Only part of the results is shown; count on the stated rates, not on these rows.

cpd	Molecule	IDH1 R132H inh	RXFP1 agonist	Vif-APOBEC3G blk	USP1-UAF1 inh	PI4K2A block	Vif-A3F inh	TrxR1 substrate	LDHA block	Glioma ERSR ind
1	COCCN(C(=S)Nc1c(C)cccc1C)C(C)c1cccnc1 (centres undefined)	0%	-3.1%	1%	-18%	-4	0%	2%	-2	-1%
2	O=C(Cc1cccs1)N/N=C/c1ccco1	-1%	-0.7%	1%	-14%	-3	-10%	-6%	9	0%
3	O=C(CC1Sc2ccccc2NC1=O)OCc1cc(=O)oc2cc(O)ccc12 (centres undefined)	0%	5.9%	-15%	-11%	-3	7%	36%[activator]	u	5%
4	Cc1ccnc2nc(C(=O)OCC(=O)NCCc3ccccc3)nn12	5%	0.8%	-1%	-3%	0	-15%	-7%	0	-2%
5	CNCc1nc2ccccc2[nH]1	0%	-1.2%	5%	-20%	-4	2%	9%	1	-3%
6	CCOc1ccc(OCC)c(NC(=O)C2CCN(S(=O)(=O)c3cnc[nH]3)CC2)c1	4%	-1.2%	0%	-8%	-6	-5%	6%	1	-5%
7	COc1ccc(C(=O)Nc2cccc(/C=C(/CCC(=O)O)c3nc4ccccc4s3)c2)cc1	0%	x	-1%	4%	-8	0%	11%	-21	3%
8	CCCOc1ccc(OCCn2nc(C(=O)O)c3ccccc3c2=O)cc1	0%	-0.1%	1%	-7%	1	-2%	4%[57.1 µM]	-10	-2%
9	NC(=O)c1cc(-c2csc(NCCc3ccccc3)n2)ccc1O	0%	-4.3%	-8%	-11%	2	u	-3%	1	1%
10	O=C(N/N=C\c1ccccc1OCc1ccccc1)c1ccco1	2%	-1.4%	-18%	0%	-2	-5%	-5%	-8	0%
11	NC(N)=NN=C(c1ccc(F)cc1)c1ccc(C(F)(F)F)cc1	5%	x	u	-17%	2	-16%	7%[11.4 µM]	-2	-13%
12	O=C1CC2(CCN1)CCN(Cc1ccccc1)CC2	5%	x	-1%	-5%	6	3%	4%[57.1 µM]	-3	-3%
13	COC(=O)CC(=O)O[C@H]1C=C[C@@H](NC(=O)OC(C)(C)C)C1	10%	x	-2%	-16%	-2	0%	1%	-8	1%
14	CCCc1ccc(-c2cc(C(=O)N/N=C/c3ccc([N+](=O)[O-])o3)c3ccccc3n2)cc1	-4%	0.3%	u	-26%	2	-12%	-9%	-2	-8%
15	COc1ccc([C@@H]2CC=C(C(=O)O)[C@H](c3ccc(C(C)(C)C)cc3)N2S(=O)(=O)c2ccc(C)cc2)cc1OC	-14%	x	-1%	-1%	1	0%	-1%	-1	1%
16	O=C(COc1ccc(Cl)cc1Cl)NC(=O)N1CCOCC1	5%	1.2%	0%	1%	0	-4%	-4%	-11	-1%
17	COC(=O)c1ccc(NC(=O)CSc2n[nH]c(CC(C)C)n2)cc1	7%	-2.2%	0%	8%	-14	-4%	7%	-1	-2%
18	COc1ccccc1Cn1c(=S)[nH]c2cc(C(=O)N3CCN(c4ccccc4OC)CC3)ccc2c1=O	2%	0.2%	0%	2%	-2	9%	0%	-6	-3%
19	COc1cc(NC(=O)CCNS(=O)(=O)c2ccc3c(c2)CCN3C(=O)C2CC2)cc(OC)c1	-6%	1.2%	-1%	-26%	1	10%	-5%[57.1 µM]	-2	-2%
20	Cc1ccc2c(c1)c1n[nH]c(=S)nc1n2CCc1ccccc1	-4%	-0.5%	1%	-6%	2	-4%	-10%	-3	-1%
21	CN(Cc1cnccn1)C(=O)CC1C(=O)NCCN1Cc1cccc(Oc2ccccc2)c1 (centres undefined)	-7%	2.2%	0%	-12%	2	0%	2%	5	-5%
22	Cc1cc(C(=O)COC(=O)c2ccc[nH]c2=O)c(C)n1-c1ccc(Br)cc1	1%	0.5%	-3%	-2%	-2	1%	-15%	-2	-2%
23	CCOc1ccc(C(=O)Nc2ccccc2N2CCN(C(=O)c3ccccc3)CC2)cc1[N+](=O)[O-]	-3%	-0.4%	-2%	-2%	-1	5%	-13%	-2	-2%
24	CCOC(=O)N1CCC(NC(=O)Cn2ncc3c4ccccc4n(C)c3c2=O)CC1	0%	3.1%	1%	-17%	0	4%	11%	-1	-5%
25	O=C(NCCc1ccc(F)cc1)c1ccc(NS(=O)(=O)c2ccc3[nH]c(=O)[nH]c3c2)cc1	-5%	1.7%	0%	-18%	0	10%	-7%[57.1 µM]	-4	-4%
26	O=C1c2ccccc2NC(c2cccc(O)c2)N1NS(=O)(=O)c1ccccc1 (centres undefined)	-3%	1.5%	-13%	-4%	-1	21%	34%[activator]	-14	-3%
27	CC1(NC(=O)CCc2nc3sc4c(c3c(=O)[nH]2)CCCC4)CCS(=O)(=O)C1 (centres undefined)	-3%	-0.2%	-5%	1%	-7	-6%	2%[57.1 µM]	-4	-1%
28	CC(=O)N1CCN(c2ccc(NC(=O)c3cccc(Cl)c3)cc2)CC1	-5%	0.0%	-9%	-23%	5	8%	9%	-1	2%
29	O=C(Nc1cccc(O)c1)c1ccc(C(=O)c2ccccc2)o1	1%	4.2%	1%	-18%	3	2%	-2%	-7	1%
30	CCN(CC)S(=O)(=O)c1nnc(NC(=O)COc2ccc(C)cc2)s1	7%	-1.2%	-3%	-9%	3	5%	-8%	-8	-3%

The closing two records of the part before lead into the next.
cpd	Molecule	IDH1 R132H inh	RXFP1 agonist	Vif-APOBEC3G blk	USP1-UAF1 inh	PI4K2A block	Vif-A3F inh	TrxR1 substrate	LDHA block	Glioma ERSR ind
29	O=C(Nc1cccc(O)c1)c1ccc(C(=O)c2ccccc2)o1	1%	4.2%	1%	-18%	3	2%	-2%	-7	1%
30	CCN(CC)S(=O)(=O)c1nnc(NC(=O)COc2ccc(C)cc2)s1	7%	-1.2%	-3%	-9%	3	5%	-8%	-8	-3%
31	CC(=O)c1c(C)[nH]c(C(=O)CSc2nnc(C)s2)c1C	8%	1.1%	0%	-11%	2	12%	11%[57.1 µM]	10&-2	-2%
32	CCOC(=O)c1cc(C(=O)c2cc(Cl)ccc2O)coc1=N	5%	2.6%	u	-16%	2	u	10%[57.1 µM]	5	4%
33	Cc1nnc(SCCC(=O)Nc2ccc(Cl)cc2)o1	3%	-1.0%	-1%	-4%	5	-5%	-3%[11.4 µM]	0	4%
34	Cn1c(=O)c2c(nc(-n3ccnc3)n2Cc2ccc([N+](=O)[O-])cc2)n(C)c1=O	5%	1.8%	2%	-5%	-6	-8%	18%	-3	-5%
35	COc1nc(Nc2ccccc2)nc(OC)n1	6%	x	-13%	-5%	-1	10%	-14%[57.1 µM]	-6	8%
36	Cc1ccc(NC(=O)C2=CC(c3cccs3)=NS(=O)(=O)N2C)cc1	16%&-11%	1.2%&-2.5%	-1%&-1%	-16%&-3%	-2&-2	3%&-1%	-3%[57.1 µM]	1&-17	-3%&-4%
37	CC1(C(=O)NCc2ccccc2)Cc2c(-c3cccc(C(N)=O)c3)ccnc2O1 (centres undefined)	x	x	u	x	-1	x	x	-17	-4%
38	Cc1ccc(S(=O)(=O)c2cn(C)c3cc(N4CCN(C)CC4)c(F)cc3c2=O)c(C)c1	4%	0.1%	1%	-17%	-5	-21%	23%	-2	-5%
39	Cc1cc(=O)n2c(nc3ccccc32)s1	14%	x	-1%	-21%	-7	2%	x	-1	-1%
40	COc1ccc(NC(=O)c2cc3c(s2)CCC(C)C3)cc1S(=O)(=O)N1CCOCC1 (centres undefined)	2%	7.1%	3%	-5%	2	4%	1%	-4	1%
41	CC(C)CC(=O)Nc1cc2c3c(c1)CCN3C(=O)CC2	-7%	0.5%	1%	0%	3	-15%	-5%	-1	-6%
42	CCOC(=O)C1(C)NC(c2ccc(O)cc2)C2C(=O)N(c3ccccc3)C(=O)C21 (centres undefined)	-5%	3.2%	-6%	-23%	0	8%	-2%	-5	-2%
43	CCOc1ccc(NC(=O)CN(C)C(=O)c2cc([N+](=O)[O-])ccc2N2CCOCC2)cc1OCC	2%	1.2%	2%	-16%	3	7%	-16%	0	-2%
44	CN1CCN(C(c2cccc(C(F)(F)F)c2)c2nnnn2C(C)(C)C)CC1 (centres undefined)	6%	-0.7%	1%	-23%	2	-8%	2%	-7	-3%
45	Cc1ccc(SCCNC(=O)/C=C/c2ccc(Cl)cc2)cc1	0%	-0.1%	0%	4%	0	6%	-7%	-8	1%
46	CC1CC(=O)c2cnc(NCc3ccco3)nc2C1 (centres undefined)	7%	-1.3%	-2%	-14%	0	3%	-7%	-1	3%
47	COc1ccc(OCC(=O)N2CCN(C(=O)c3cccc(F)c3)CC2)cc1	-1%	1.8%	-2%	1%	-10	-2%	-7%	-5	-2%

Screens as filed in PubChem.
